# Screening data (PubChem BioAssay)
# M4 PAM – potentiates acetylcholine response at human M4 receptor. CHO-K1 hM4/Gqi5, Fluo-8 calcium fluorescence, ACh EC20; 0% = ACh EC20, 100% = maximal ACh. activation, % at 3 µM. actives 0.4% (n = 360,000). P08173;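 active = activation above its plate's cutoff, the mean activation of sample wells plus 3 SD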; also: some results filed as inactive read as strong as hits
# Target sequence (P08173 whole entry, looked up): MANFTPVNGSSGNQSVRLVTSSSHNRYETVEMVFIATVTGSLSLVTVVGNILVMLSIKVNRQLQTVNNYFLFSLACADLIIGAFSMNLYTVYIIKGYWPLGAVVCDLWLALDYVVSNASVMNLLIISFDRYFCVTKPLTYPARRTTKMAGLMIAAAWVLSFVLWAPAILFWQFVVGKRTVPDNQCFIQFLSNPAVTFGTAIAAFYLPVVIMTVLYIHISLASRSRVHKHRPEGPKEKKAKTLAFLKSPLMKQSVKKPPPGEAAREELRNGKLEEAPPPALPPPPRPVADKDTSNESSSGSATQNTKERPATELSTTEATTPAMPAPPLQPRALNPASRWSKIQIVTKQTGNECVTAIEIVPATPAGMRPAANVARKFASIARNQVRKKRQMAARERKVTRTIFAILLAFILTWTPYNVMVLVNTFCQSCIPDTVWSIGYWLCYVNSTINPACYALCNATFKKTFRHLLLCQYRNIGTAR
# CHRM5 antagonist – blocks acetylcholine activation of human M5 receptor | P08912 | CHO-hM5 cells, Fluo-8 calcium fluorescence, ACh EC80 | inhibition, % at 3 µM | actives 0.59% (n = 360,000) | AID 624040;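 active = inhibition above a per-plate cutoff, the mean of that plate's test compounds plus 3 SD, cut at about 27% in these data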;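 also: 0% = acetylcholine EC80 with DMSO and 100% = DMSO without agonist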
# Target sequence (P08912 whole entry, looked up): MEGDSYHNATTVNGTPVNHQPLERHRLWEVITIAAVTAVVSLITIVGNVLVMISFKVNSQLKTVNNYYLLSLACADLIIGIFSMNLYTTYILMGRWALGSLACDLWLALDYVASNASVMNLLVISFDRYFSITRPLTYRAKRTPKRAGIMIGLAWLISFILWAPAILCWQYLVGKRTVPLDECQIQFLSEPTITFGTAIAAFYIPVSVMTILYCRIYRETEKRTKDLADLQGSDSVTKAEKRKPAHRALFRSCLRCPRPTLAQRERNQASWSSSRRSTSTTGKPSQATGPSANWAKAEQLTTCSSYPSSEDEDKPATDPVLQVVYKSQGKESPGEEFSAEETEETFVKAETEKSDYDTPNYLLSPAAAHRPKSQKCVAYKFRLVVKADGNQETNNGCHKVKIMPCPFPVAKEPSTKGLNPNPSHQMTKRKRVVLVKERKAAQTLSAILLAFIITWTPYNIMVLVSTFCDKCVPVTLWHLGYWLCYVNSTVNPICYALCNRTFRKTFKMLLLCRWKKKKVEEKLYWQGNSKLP
# M4 ag – CHRM4 agonism in calcium assay. actives 0.14% (n = 360,000). P08173. activation, % at 3 µM. CHO-K1 hM4/Gqi5, Fluo-8 calcium fluorescence; vehicle 0%, full acetylcholine response 100%;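 active = activation above the run mean over all test wells plus 3 SD, cut at about 32% in these data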;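 also: peak over basal fluorescence ratio per well then scaled between controls; 0% = DMSO wells and 100% = acetylcholine at EC100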
# CRFBP-R2 block – blocks CRF-induced signaling of the CRF-BP/CRF-R2 complex; inhibition, % at 11.8 µM; actives 0.59% (n = 350,000); HEK293 CRF-R2/CRF-BP, CRF-induced calcium fluorescence;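 active = inhibition of the ligand-induced calcium signal above about 50% at the single tested concentration, limit read from the data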
# M1 PAM – positive allosteric modulators of human M1 muscarinic receptor; activation, % at 3 µM; AID 588819; actives 0.088% (n = 360,000); P11229; CHO-K1 hM1, Fluo-8 calcium fluorescence, ACh EC20; 0% = ACh EC20, 100% = maximal ACh; in the data active = activation above about 19%, passing the limit was not always enough
# CRFBP-R2 agonist – agonists of human CRF-binding protein/CRF-R2 receptor complex | HEK293 CRF-R2/CRF-BP, calcium dye fluorescence (FLIPR); percent of saturating CRF peptide response | activation, % at 13.2 µM | actives 0.46% (n = 350,000);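 active = activation of at least 50%, plus an integration ratio under a set limit after plate pattern correction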;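 also: plate controls were neutral control wells without compound for no effect and CRF at EC100 for full effect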
# M4 antag – CHRM4 antagonism in calcium assay. P08173. CHO-hM4 cells, ACh EC80, Fluo-8 calcium fluorescence. inhibition, % at 3 µM. actives 0.73% (n = 360,000);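 active = inhibition above its plate's cutoff, the mean inhibition of sample wells plus 3 SD, cut at about 27% in these data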;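 also: 0% = acetylcholine EC80 with DMSO and 100% = DMSO without agonist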
# CHRM5 PAM – positive allosteric modulators of human muscarinic M5 receptor; P08912; CHO-K1 hM5, Fluo-8 calcium, ACh EC20 PAM; 0% = ACh EC20, 100% = ACh EC100; activation, % at 3 µM; actives 0.3% (n = 360,000); AID 624038;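 active = activation above the run cutoff, the mean activation of all test compounds plus 3 SD, cut at about 18% in these data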
#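 Test system: CHO-K1 hM5 cells / Doses: single-point, 3 µM nominal / Times: Post-acetylcholine fluorescence recording 140 s / Technique: Fluo-8 calcium fluorescence / Measure: Max/basal fluorescence ratio as % of EC20–EC100 ACh window / Benchmarks: low control EC20 acetylcholine (0%), high control EC100 acetylcholine (100%) / Replicates: one well per compound, no replicates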
# CHRM5 agonist – CHRM5 agonism in calcium assay. CHO-K1 hM5 cells, Fluo-8 calcium fluorescence; 0% DMSO wells, 100% maximal acetylcholine response. activation, % at 3 µM. actives 0.19% (n = 360,000). AID 624037;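 active = activation above the run's mean over test compounds plus 3 SD, cut at about 23% in these data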;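 also: signal is peak over basal fluorescence ratio across the kinetic read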
# * = called active by the depositor.
# Screens in order – M4 PAM	CHRM5 antagonist	CRFBP-R2 block	CRFBP-R2 agonist	M1 PAM	CHRM5 PAM	CHRM5 agonist	M4 ag	M4 antag
1) c1ccc(Cn2nnc3c(N4CCC5(CC4)OCCO5)ncnc32)cc1
→ 2	-1	0	0.1	-1	1	-6	5	-15
2) Cc1ccccc1CSCC(=O)Nc1ccccc1-c1ccccc1
→ -5	0	5	1.3	-8	-6	-8	-1	-9
3) Cc1cc(CN(C)C(=O)c2ccc(OC3CCN(CCc4ccccc4)CC3)cc2)on1
→ -14	17	0	0.0	-10	-14	-7	5	14
4) Cc1nn(Cc2c(F)cccc2Cl)c(C)c1[N+](=O)[O-]
→ 4	8	14	-2.0	2	1	-5	-1	-12
5) N#CCCn1cc(/C=N/O)c(-c2ccc(Cl)cc2)n1
→ 1	0	-17	-3.2	-3	0	-3	0	1
6) CCOCCc1nn2c(=O)cc(CSCC(=O)Nc3cc(C)cc(C)c3)nc2s1
→ -4	10	4	-0.5	-10	-7	-3	0	-2
7) COc1cccc(OCCCn2ccnc2)c1
→ 4	-2	3	-1.1	13	2	-8	1	2
8) Cc1cc(=O)n2nc(N3CCC(C(=O)NCc4cccc(Cl)c4)CC3)sc2n1
→ -6	-1	-7	-1.5	1	-2	-7	0	-1
9) O=C(O)c1ccccc1C(=O)c1ccc(N2CCCC2)c([N+](=O)[O-])c1
→ 6	-10	-20	11	2	4	-2	1	-6
10) Cc1cccc(NC(=O)Nc2ccccc2)n1
→ -3	-2	-17	3.0	21	3	0	1	8
11) CCN(CC)CCOC(=O)/C=C/c1ccccc1OC
→ 3	-2	-2	-2.8	-3	4	-3	0	2
12) O=C(NC1CCCCC1)C(c1ccc(F)cc1)N(CCN1CCOCC1)C(=O)c1ccc(-c2ccccc2)[nH]1 (stereo not given)
→ 0	3	-17	0.0	11	1	0	0	4
13) COc1cccc(Nc2c(F)c(F)c(F)c(F)c2C(=O)O)c1
→ 6	7	17	-2.9	6	2	-2	0	-7
14) N#CC1=C(N)N(c2ccc(Br)cc2)C2=C(C(=O)CCC2)C1c1cccnc1 (stereo not given)
→ 7	-2	-21	0.6	2	2	2	2	7
15) CCOC(=O)c1nn(-c2ccccc2C)c2nc(-c3ccc(C)cc3)c(C#N)c(=O)n12
→ 9	-10	14	-0.1	4	12	0	-1	1
16) CCN(CC)S(=O)(=O)c1ccc(N2CCOCC2)c(NS(=O)(=O)c2ccc(OC)cc2)c1
→ 5	6	-12	-1.0	4	-3	1	1	-16
17) Cc1cc(C)cc(NC(=O)CN2CCC(C(=O)c3ccccc3)CC2)c1
→ 10	-2	2	-0.3	14	3	-6	-1	-14
18) O=C(Nc1ccccc1C(=O)Nc1ccccn1)c1cccc([N+](=O)[O-])c1
→ -2	6	-11	-0.3	16	-4	0	4	-6
19) O=C(c1cc2c(=O)oc3ccccc3c2s1)N1CCOCC1
→ 7	-9	-28	1.4	-6	-14	-6	3	-10
20) Cc1ccc(N2CC(C(=O)OCc3nc(N)nc(Nc4ccccc4C)n3)CC2=O)cc1 (stereo not given)
→ 0	4	-11	-2.0	1	-1	-1	0	-6
21) CC(C)=Cc1c(O)nc2ccccn2c1=O
→ 2	-13	-33	-1.4	7	-2	1	0	5
22) CCN(c1ccccc1)S(=O)(=O)c1ccc(C(=O)N2CCCC(C(F)(F)F)C2)cc1 (stereo not given)
→ 7	7	-14	10	8	-3	3	6	-3
23) COc1ccccc1NC(=S)NCCc1ccc(OC)c(OC)c1
→ 2	5	8	1.1	2	-12	-6	3	-20
24) CCCCOc1ccc(C(=O)OCC(=O)N2CCCCCC2)cc1
→ -6	15	-11	0.1	-14	-13	-10	8	-6
25) CCCNC(=O)CS(=O)Cc1nc(-c2cccc(OC)c2)oc1C (stereo not given)
→ -1	-1	19	-9.5	-5	-3	0	0	-2
26) CCOc1ccc(S(=O)(=O)Nc2cccc(C(=O)NCC(C)(C)N3CCOCC3)c2)cc1
→ 8	3	2	-0.1	8	-1	0	2	-15
27) CCCCN(CC)C(=O)Cn1nc(Cc2ccncc2)c2ccccc2c1=O
→ 4	2	5	-1.8	5	3	-2	0	4
28) Nc1cc(=O)nc2cn[nH]n12
→ 5	-2	12	1.5	7	6	1	0	-6
29) COC(=O)CSc1nnc(-c2cnccn2)n1C
→ 1	-2	-4	-3.7	-2	1	0	0	-3
30) COC(=O)c1ccccc1NC(=O)Nc1ccc(Cl)cn1
→ 3	-10	17	1.1	7	4	0	-1	-16
31) C#CCOCC1CNC(=S)O1 (stereo not given)
→ 3	7	2	3.2	-3	5	3	1	-9
32) C=CCn1cccc(C(=O)Nc2ccc(Cl)cc2)c1=O
→ -3	7	2	6.9	5	-5	1	7	-1
33) O=C(O)c1cccc(S(=O)(=O)Nc2cccc(S(=O)(=O)N3CCCCCC3)c2)c1
→ 4	7	8	-2.2	11	-8	-3	0	-5
34) CN(C)S(=O)(=O)c1ccc(Cl)c(NC(=O)CSc2nc3ccccc3c(=O)n2CCCN2CCOCC2)c1
→ -14	8	0	-1.9	-2	-8	-3	2	5
35) O=C(c1cc(-c2ccccc2Cl)nc2ccc(Br)cc12)N1CCN(c2ccccn2)CC1
→ -10	1	-6	2.2	-10	-11	-1	17	4
36) CC(C)(C)n1nnnc1CN1C2CCC1CC(NC(=O)Nc1ccccc1)C2 (stereo not given)
→ 16	0	14	-0.3	7	16	-6	2	-14
37) Cc1cc(C)c(S(=O)(=O)c2ccccc2)c(OC(=O)c2c(F)cccc2Cl)n1
→ 1	3	-6	-1.5	3	-2	-4	2	-3
38) Cc1cc(C)cc(NC(=O)CCCSc2nc3ccccc3[nH]2)c1
→ -7	10	-108	-4.7	5	-10	-2	5	-2
39) COc1ccc(C2NC(=O)NC(C)=C2[N+](=O)[O-])cc1OC (stereo not given)
→ -9	6	19	-2.3	-1	-6	-4	0	4
40) CCN(C(=O)COC(=O)c1cccnc1Nc1ccccc1F)C1CCS(=O)(=O)C1 (stereo not given)
→ 2	-4	12	-2.2	1	5	-3	1	-10
41) COc1cccc(C(=O)NC(=O)Nc2cc(C)[nH]n2)c1
→ 12	5	-6	-1.1	5	2	-1	2	-7
42) CC(=O)N1CCSc2ccc(S(=O)(=O)Nc3ccc(C)cc3)cc21
→ 0	2	-7	0.2	-5	-3	6	8	-4
43) CCN(C(=O)C1CCCN1S(=O)(=O)c1cccc2nsnc12)c1ccccc1 (stereo not given)
→ 6	-1	-2	-2.9	3	8	6	1	-14
44) CCCCNC(=S)NNC(=O)c1ccncc1
→ 9	14	-23	1.1	-3	-4	-1	2	5
45) Cc1ccc(N(C)S(=O)(=O)c2c(C)[nH]c(C)c2C(=O)N2CCCC2)cc1
→ -1	15	8	0.6	0	-5	-6	0	3
46) CCOCCn1c(=O)c2c(nc3n2CCCN3CCc2ccccc2)n(C)c1=O
→ 0	3	16	-5.4	5	-2	-2	3	-4
47) COc1ccc(CNc2ncc(-c3ccc(Br)cc3)n2C)cc1OC
→ 5	3	0	0.6	-17	-2	0	3	-6
48) O=C(Nc1ccccc1)c1ccc(-c2ccc([N+](=O)[O-])cc2)o1
→ -3	8	3	-0.9	-4	3	-4	4	3
49) O=C(CCc1ccccc1)NNC(=O)c1ccc(F)cc1
→ 5	9	2	-0.1	10	6	1	2	-4
50) O=C(c1ccc(Cl)cc1)N1CCC(C(=O)N2CCCc3ccccc32)CC1
→ -2	-10	-80	45	-4	0	5	9	2
51) O=C(CSc1ncc(C(F)(F)F)cc1Cl)N1CCN(S(=O)(=O)c2ccc(Cl)cc2)CC1
→ 1	2	16	0.1	4	-2	-2	-1	-4
52) Cc1ccc(NC(=O)c2cc(-n3cnnc3)ccc2Cl)cc1
→ 10	-11	10	0.1	-5	4	2	0	-2
53) CC1CCN(c2c(NCc3ccc(C(=O)NCc4cccnc4)cc3)c(=O)c2=O)CC1
→ 0	-6	7	2.0	-2	-1	0	1	3
54) COc1cccc(C(c2nnnn2CC2CCCO2)N2CCN(C(=O)c3ccco3)CC2)c1OC (stereo not given)
→ 2	10	3	1.9	0	-12	-7	1	2

# 14 successive entries from above, quoted:
# Screens in order – M4 PAM	CHRM5 antagonist	CRFBP-R2 block	CRFBP-R2 agonist	M1 PAM	CHRM5 PAM	CHRM5 agonist	M4 ag	M4 antag
41) COc1cccc(C(=O)NC(=O)Nc2cc(C)[nH]n2)c1
→ 12	5	-6	-1.1	5	2	-1	2	-7
42) CC(=O)N1CCSc2ccc(S(=O)(=O)Nc3ccc(C)cc3)cc21
→ 0	2	-7	0.2	-5	-3	6	8	-4
43) CCN(C(=O)C1CCCN1S(=O)(=O)c1cccc2nsnc12)c1ccccc1 (stereo not given)
→ 6	-1	-2	-2.9	3	8	6	1	-14
44) CCCCNC(=S)NNC(=O)c1ccncc1
→ 9	14	-23	1.1	-3	-4	-1	2	5
45) Cc1ccc(N(C)S(=O)(=O)c2c(C)[nH]c(C)c2C(=O)N2CCCC2)cc1
→ -1	15	8	0.6	0	-5	-6	0	3
46) CCOCCn1c(=O)c2c(nc3n2CCCN3CCc2ccccc2)n(C)c1=O
→ 0	3	16	-5.4	5	-2	-2	3	-4
47) COc1ccc(CNc2ncc(-c3ccc(Br)cc3)n2C)cc1OC
→ 5	3	0	0.6	-17	-2	0	3	-6
48) O=C(Nc1ccccc1)c1ccc(-c2ccc([N+](=O)[O-])cc2)o1
→ -3	8	3	-0.9	-4	3	-4	4	3
49) O=C(CCc1ccccc1)NNC(=O)c1ccc(F)cc1
→ 5	9	2	-0.1	10	6	1	2	-4
50) O=C(c1ccc(Cl)cc1)N1CCC(C(=O)N2CCCc3ccccc32)CC1
→ -2	-10	-80	45	-4	0	5	9	2
51) O=C(CSc1ncc(C(F)(F)F)cc1Cl)N1CCN(S(=O)(=O)c2ccc(Cl)cc2)CC1
→ 1	2	16	0.1	4	-2	-2	-1	-4
52) Cc1ccc(NC(=O)c2cc(-n3cnnc3)ccc2Cl)cc1
→ 10	-11	10	0.1	-5	4	2	0	-2
53) CC1CCN(c2c(NCc3ccc(C(=O)NCc4cccnc4)cc3)c(=O)c2=O)CC1
→ 0	-6	7	2.0	-2	-1	0	1	3
54) COc1cccc(C(c2nnnn2CC2CCCO2)N2CCN(C(=O)c3ccco3)CC2)c1OC (stereo not given)
→ 2	10	3	1.9	0	-12	-7	1	2
